High-throughput results: PubChem BioAssay, The Scripps Research Institute Molecular Screening Center
UHRF1 MBD2 ctr = UHRF1 methyl-DNA binding inhibition; Q96T88; UHRF1 binding to methylated oligo, TR-FRET; inhibition, % at 4.4 µM; 370,000 tested, 0.75% active; in the data active = inhibition above about 21%;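 note: UHRF1 SRA domain binding a hemimethylated CpG hairpin DNA probe; 0% = median of test compound wells and 100% = reference inhibitor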
Target sequence (Q96T88 whole entry, looked up, the tested form may be a part): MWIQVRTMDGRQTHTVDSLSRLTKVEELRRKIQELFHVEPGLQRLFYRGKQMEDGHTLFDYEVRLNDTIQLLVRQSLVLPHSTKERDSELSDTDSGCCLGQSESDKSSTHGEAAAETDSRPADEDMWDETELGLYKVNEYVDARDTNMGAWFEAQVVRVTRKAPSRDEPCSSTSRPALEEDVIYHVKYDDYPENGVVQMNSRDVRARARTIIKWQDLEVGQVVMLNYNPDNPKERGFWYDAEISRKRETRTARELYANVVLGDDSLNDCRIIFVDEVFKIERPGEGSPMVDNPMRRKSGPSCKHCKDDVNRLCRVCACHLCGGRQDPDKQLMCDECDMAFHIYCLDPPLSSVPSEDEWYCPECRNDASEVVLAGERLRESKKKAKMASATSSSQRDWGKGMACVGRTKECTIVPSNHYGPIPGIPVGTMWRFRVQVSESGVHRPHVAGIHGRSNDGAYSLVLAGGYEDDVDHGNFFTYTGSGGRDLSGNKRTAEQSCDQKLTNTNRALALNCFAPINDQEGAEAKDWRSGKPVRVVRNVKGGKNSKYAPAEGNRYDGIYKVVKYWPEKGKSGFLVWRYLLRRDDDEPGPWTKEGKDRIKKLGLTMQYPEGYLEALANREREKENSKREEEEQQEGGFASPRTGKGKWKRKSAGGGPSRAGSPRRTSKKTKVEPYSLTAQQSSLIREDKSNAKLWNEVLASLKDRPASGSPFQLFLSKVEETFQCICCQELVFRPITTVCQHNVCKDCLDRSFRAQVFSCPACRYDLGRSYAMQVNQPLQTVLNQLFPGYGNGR
TCR-CD3 inh = inhibitors of human TCR-CD3 interaction; TAMRA-labeled TCR probe fluorescence, biochemical; inhibition, % at 9.4 µM; 360,000 tested, 0.37% active; AID 651800; in the data active = inhibition above about 19%;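 note: recombinant mutant TCR 2C K166C tagged with TAMRA read by polarization; 0% = receptor in buffer alone and 100% = receptor with positive control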
LEDGF integ inh = blocks HIV-1 LEDGF/p75-dependent DNA integration | TR-FRET IN-LEDGF/p75 DNA integration, Eu/Cy5 | inhibition, % at 3.7 µM | 370,000 tested, 0.64% active;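 active = inhibition above the screen-wide mean plus 3 SD, cut at about 13% in these data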;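 note: signal is the Cy5 over europium emission ratio at 671 and 618 nm; 0% = plate median of compound wells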
TDP2 absorb = blocks human TDP2 phosphodiesterase activity. O95551. recombinant TDP2, T5PNP hydrolysis, p-nitrophenol absorbance 415 nm. inhibition, % at 12.8 µM. 370,000 tested, 0.34% active;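 active = inhibition above the mean of all tested compounds plus 3 SD, set per campaign, cut at about 25% in these data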;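 note: 0% = DMSO with enzyme and 100% = buffer with substrate but no TDP2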
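System: recombinant human TDP2 / Amount: 120 nM TDP2 per well / Also added: 5 mM T5PNP chromogenic substrate / Doses: 12.8 µM single point, 1% DMSO / Incubation: 2 h at 37 °C / Detection: p-Nitrophenol epi absorbance / Evaluation: % inhibition relative to enzyme-containing and enzyme-free wells / Repeats: singlicate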
PG9 binder = small molecules binding HIV-1 gp120 antibody PG9; 360,000 tested, 0.43% active; inhibition, % at 6.7 µM; TR-FRET gp120-PG9 antibody binding; in the data active = inhibition above about 8.5%
SIAE inh = blocks human sialic acid acetylesterase; SIAE FP-Rh probe binding, fluorescence polarization; 370,000 tested, 0.69% active; inhibition, % at 9.66 µM; AID 1053197;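 active = inhibition above a cutoff: mean of compounds within the control limits plus 3 SD of those, cut at about 17% in these data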;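 note: 0% = plate median of compound wells and 100% = probe without SIAE protein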
PRMT1 inh = blocks human protein arginine methyltransferase 1; Q99873; recombinant PRMT1, activity-based probe fluorescence polarization; inhibition, % at 2.79 µM; 370,000 tested, 1.3% active;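 active = inhibition above about 21% made by adding two undisclosed values, limit read from the data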
DDE Tn7 FP inh = inhibitors of Tn7 peptide binding to human fibrin DD(E); 370,000 tested, 0.13% active; FP displacement of FITC-Tn7 peptide from fibrin DD(E); 0% = median of compound wells per plate; inhibition, % at 8.3 µM;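 active = inhibition above the mean of compounds falling within the control limits plus 3 SD of them, cut at about 14% in these data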;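 note: 0% = plate median of compound wells and 100% = 10 µM Aha-Tn7 peptide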
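Assay system: Fibrin-DD(E) protein isolated from polymerized human fibrin clots; read-out basis: percent inhibition; medium: Tris/NaCl/CaCl2 buffer, pH 7.8; signal: FP measurement; incubation: 10 min plus 3 h, room temperature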
HTRA1 inhibitor = inhibitors of human serine peptidase HTRA1; 340,000 tested, 0.5% active; inhibition, % at 5.96 µM; recombinant HTRA1, FP-rhodamine activity-based probe, fluorescence polarization; AID 504803; Q92743; in the data active = inhibition above about 36%;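 note: 0% = enzyme with DMSO and 100% = wells lacking enzyme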
ABHD4 inh = inhibitors of mouse ABHD4; AID 720543; purified mABHD4, FP-Rh probe fluorescence polarization; 370,000 tested, 0.54% active; inhibition, % at 8.92 µM;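 active = inhibition exceeding the mean over every tested compound plus 3 SD, cut at about 30% in these data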;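 note: 0% = plate median of compound wells and 100% = S159A mutant with DMSO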
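Assay system: Wild-type mouse ABHD4 protein | Medium: HEPES pH 7.0 buffer, 150 mM NaCl, 0.01% Pluronic F-127 | Incubation: Enzyme–compound pre-incubation 45 min, then probe 60 min, both 25 °C | Technique: Fluorescence polarization with parallel and perpendicular emission, 525/598 nm | Evaluation: % inhibition of FP-Rh probe binding versus controls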
Numbers without * were called inactive; nt = no result given. Outcome played no part in choosing rows. Share with any hit: about 4.2%.

SMILES	UHRF1 MBD2 ctr	TCR-CD3 inh	LEDGF integ inh	TDP2 absorb	PG9 binder	SIAE inh	PRMT1 inh	DDE Tn7 FP inh	HTRA1 inhibitor	ABHD4 inh
COc1ccc(S(=O)(=O)n2cnc3ccccc32)c(C)c1	1	8	-1	5	-1.9	-2	-4	-8	0	0
CNC(=O)c1ccc(Nc2nnc(-c3ccc(C)c(S(=O)(=O)NCC4CCCO4)c3)c3ccccc23)cc1 (stereo not given)	2	-1	1	7	0.2	-18	-1	1	-32	-19
Cc1nn(Cc2ccccc2)c(C)c1NC(=O)c1ccc([N+](=O)[O-])cc1[N+](=O)[O-]	3	-4	-1	5	-1.3	2	1	0	8	10
CC(=O)Nc1ccc(S(=O)(=O)N2CCCC(C(=O)O)C2)cc1 (stereo not given)	2	8	-2	8	0.8	8	-3	8	5	2
CCC(=O)OC1(C)C(=O)C=C2C=C(c3ccc(C#N)cc3)OC=C2C1=O (stereo not given)	5	-1	4	11	0.6	0	11	3	23	25
Cc1cc(C(=O)N2CCN(S(=O)(=O)c3ccccc3C#N)CC2)c(C)o1	0	2	1	-7	-0.3	-3	-1	3	-1	-6
O=C(NNC1CC(=O)N(c2cccc(Cl)c2)C1=O)c1cccs1 (stereo not given)	2	2	4	-7	-4.0	0	4	-4	-7	-6
O=C(O)c1ccc(N/N=C/c2ccc(-c3cc(Cl)ccc3Cl)o2)cc1	11	-6	7	-17	0.5	5	13	-13	0	-8
COc1ccc(S(=O)(=O)N2CCC(C(=O)NCc3ccccc3)CC2)cc1OC	1	5	1	-8	-1.6	2	-1	-6	1	-2
CCOC(=O)Oc1ccc2c(c1)C(C)=CC(C)(C)N2C(=O)OCC	-2	2	-4	-15	0.1	11	-1	4	-3	-8
Cc1nnc(SCC(=O)Nc2cccc(Br)c2)s1	9	-1	0	5	0.4	-2	2	7	-2	-7
COc1ccc2nc(SCC(=O)Nc3ccccc3C)[nH]c2c1	3	-2	-2	-11	0.1	4	8	0	-6	-3
CN(C)C(CNC(=O)NC1CCCCC1)c1cccnc1 (stereo not given)	0	5	-2	0	-2.7	0	-2	0	2	6
c1ccc(-c2c[nH]c3ccc(OCc4ccc5ccccc5n4)c(-c4ccccc4)c23)cc1	0	nt	6	-8	nt	-7	6	3	nt	-3
O=C(CN(Cc1ccco1)C(=O)c1ccc(N2CCCC2=O)cc1)Nc1ccccc1C(F)(F)F	0	-1	-1	-2	-1.2	-5	1	-1	-4	4
CC(=O)Nc1ccc(NC(=O)COC(=O)COc2ccc3ccccc3c2)cc1	-2	2	0	0	0.3	5	2	4	-4	7
CSc1ccccc1C(=O)Nc1ccccc1C(=O)NC(C)C	-1	7	3	6	-0.5	5	-4	-4	3	-2
CCN(CC)CCCNc1nnc(C)c(=O)[nH]1	2	3	-1	1	2.3	0	0	0	-2	3
Cc1ccc(S(=O)(=O)CCC(=O)NCCc2ccccc2)cc1	3	3	-3	-11	-0.2	-2	0	2	3	-5
COc1ccccc1C(=O)NCCC(=O)Nc1ccc(S(=O)(=O)N2C(C)CCCC2C)cc1 (stereo not given)	-2	-4	4	-1	-1.3	-5	1	-6	-10	-3
CC(=O)c1cc2c(cc1NC(=O)CN1CCCCCCC1)OCO2	4	-7	0	3	-1.3	3	3	7	-13	15
O=C(Nc1ccccc1Cl)c1cc(C2CCCN(C(=O)C3CCCCC3)C2)on1 (stereo not given)	1	3	-4	-7	-1.6	-13	0	7	nt	-3
CCc1nn2c(=O)c(S(=O)(=O)Nc3ccc(C(C)C)cc3)c(C)nc2s1	0	-7	-1	4	1.9	7	4	1	-9	-1
Cc1nnc2sc(-c3cccc(NC(=O)c4cccnc4)c3)nn12	-4	8	3	10	4.0	-1	3	0	-10	3
CCOc1ccccc1C1CC(=O)Nc2c1c(=O)n(C)c(=O)n2C (stereo not given)	2	3	-4	3	0.4	1	0	1	2	-8
O=S1(=O)CCN(Cc2ccc(Cl)c(C(F)(F)F)c2)CC1	2	-5	-3	-5	-0.3	3	0	-2	8	-2
O=C1Nc2cc(C(=O)NCCN3CCCCCC3)ccc2S/C1=C\c1ccccc1	-11	1	2	6	-1.9	-20	-3	-4	-70	8
CO[C@@H]1CN(C)C(=O)c2ccc(NC(=O)C3CCCC3)cc2OC[C@@H](C)N(Cc2ccc(F)cc2)C[C@H]1C	2	-11	12	2	0.4	1	2	-10	nt	0
CCOC(=O)c1c(C)[nH]c(C)c1S(=O)(=O)N(C)CC(=O)Nc1ccccc1OC	-2	-8	-5	-8	-1.6	-3	1	2	3	5
CCOc1ccc(OCCN2C(=O)NC(Cc3c[nH]c4ccccc34)C2=O)cc1 (stereo not given)	0	-8	-1	13	0.8	0	-1	2	4	-5

6 consecutive records from above, for reference:
SMILES	UHRF1 MBD2 ctr	TCR-CD3 inh	LEDGF integ inh	TDP2 absorb	PG9 binder	SIAE inh	PRMT1 inh	DDE Tn7 FP inh	HTRA1 inhibitor	ABHD4 inh
CC(=O)Nc1ccc(NC(=O)COC(=O)COc2ccc3ccccc3c2)cc1	-2	2	0	0	0.3	5	2	4	-4	7
CSc1ccccc1C(=O)Nc1ccccc1C(=O)NC(C)C	-1	7	3	6	-0.5	5	-4	-4	3	-2
CCN(CC)CCCNc1nnc(C)c(=O)[nH]1	2	3	-1	1	2.3	0	0	0	-2	3
Cc1ccc(S(=O)(=O)CCC(=O)NCCc2ccccc2)cc1	3	3	-3	-11	-0.2	-2	0	2	3	-5
COc1ccccc1C(=O)NCCC(=O)Nc1ccc(S(=O)(=O)N2C(C)CCCC2C)cc1 (stereo not given)	-2	-4	4	-1	-1.3	-5	1	-6	-10	-3
CC(=O)c1cc2c(cc1NC(=O)CN1CCCCCCC1)OCO2	4	-7	0	3	-1.3	3	3	7	-13	15

(next part)
SMILES	UHRF1 MBD2 ctr	TCR-CD3 inh	LEDGF integ inh	TDP2 absorb	PG9 binder	SIAE inh	PRMT1 inh	DDE Tn7 FP inh	HTRA1 inhibitor	ABHD4 inh
CCN1CCN(C(c2ccccc2)c2nnnn2Cc2ccc(OC)cc2)CC1 (stereo not given)	4	-7	-1	1	0.3	4	3	3	2	-4
Cc1ccc(C)n1/N=C1/NC(=O)CS1	76*	8	58*	24	-0.4	5	9	-5	15	15
Cc1ccc(-c2cc(C(=O)N/N=C/c3c(C)nn(-c4ccccc4)c3C)[nH]n2)cc1	0	-1	1	1	-1.8	-45	0	1	-83	-33
CN(C(=O)CSc1nnc(-c2ccc(OC(F)F)cc2)n1N)C1CCS(=O)(=O)C1 (stereo not given)	-2	-2	1	-3	-0.3	-8	-5	-1	-2	3
COc1ccc(NC(=O)CN(C)S(=O)(=O)c2cnc[nH]2)cc1OC	4	1	-1	5	0.4	-4	-1	2	1	-5
CCOC(OCC)c1cn(Cc2ccc(C(=O)c3ccccc3)cc2)nn1	16	3	2	3	-0.8	3	0	6	-6	6
CCOC(=O)/C(C#N)=C1/C=CN(c2ccccc2)C=N1	-3	6	5	3	0.5	1	-1	-7	-2	-6
O=C(NCCCn1ccnc1)C1CC2CCC1C2 (stereo not given)	-1	9	-3	-9	0.3	-3	-2	0	-2	-2
Cc1ccccc1C(=O)OCC(=O)NCc1ccco1	-2	5	2	-1	-0.1	8	0	1	5	4
CC(C)NC(=O)c1ccccc1NC(=O)/C=C/c1cccc([N+](=O)[O-])c1	4	2	-2	-10	0.3	-6	1	2	-3	-8
Cc1onc(-c2ccccc2)c1-c1ccnn1C(=O)NC(C)C	-2	-3	-3	-1	1.6	-2	-2	-4	2	6
CN(Cc1ccccc1)S(=O)(=O)c1ccc(NC(=O)c2ccccc2C(=O)O)cc1	-1	-9	-6	8	-0.1	-9	7	-3	-3	1
Cc1ccc(CN2CCN(/N=C/c3ccc(C(=O)O)cc3)CC2)cc1	0	5	0	-9	-2.3	2	0	-4	2	-5
CC(NC(=O)CNC(=O)C1O[C@@H]2OC(C)(C)O[C@@H]2[C@H]2OC(C)(C)O[C@@H]12)C(=O)O (stereo not given in full)	-3	10	2	10	0.4	0	-2	7	3	2
C/C(=N\NC(=O)Cc1ccccc1Cl)c1cccnc1	0	7	2	6	-2.3	6	-3	-4	1	-9
CCCn1nc(C(=O)OCC(=O)c2ccc3c(c2)NC(=O)CO3)c2ccccc2c1=O	-1	1	-2	0	5.1	-16	-1	-12	-1	3
CNC(=S)NNC(=O)Cc1ccccc1	0	3	5	1	-0.7	-6	1	-1	0	-6
COc1cccc(N(CC(=O)NC2CC3CCC2C3)S(=O)(=O)c2ccccc2)c1 (stereo not given)	0	10	-3	6	-1.4	-3	0	-1	7	8
CCC(=O)Nc1nnc(SCc2ccc(F)cc2)s1	0	1	1	-1	-2.1	7	-3	-4	-11	3
NC(=O)c1nc(C(=O)N2CCCCC2)c2ccccc2n1	1	-4	-1	3	-0.1	-3	0	2	-11	2
Cc1cccc(C(=O)OCC(=O)c2ccc3c(c2)OCCO3)c1O	1	1	-13	-12	2.0	-1	7	-4	-14	3
CCCCN(C(=O)CSc1ncnc2sccc12)c1c(N)n(Cc2ccccc2)c(=O)[nH]c1=O	-1	8	6	-3	0.3	-7	0	-1	-8	4
O=C(O)c1ccc(Cl)cc1NC(=O)C1CCCO1 (stereo not given)	4	-8	7	-11	-3.1	-4	-1	1	-5	-7
O=C(O)c1ccccc1-c1ccccc1C(=O)NNc1ccccc1	-2	0	2	4	-3.2	15	1	0	-5	2
CCCc1cc(=O)[nH]c(SCCOc2ccc(OCC)cc2)n1	0	2	2	1	0.7	-1	-3	3	-8	-4
COC(=O)c1cc(NC(=O)c2c(Cl)nc3sccn23)cc(C(=O)OC)c1	-2	8	-2	7	0.3	7	-3	3	3	-1
CC1CCCCN1C(=O)CSc1nnc(CSc2ncccn2)n1C (stereo not given)	0	1	2	-6	-1.5	-6	0	3	6	-1
Cc1ccc(S(=O)(=O)Nc2cc(-c3nn(C)c(=O)c4ccccc34)ccc2N2CCOCC2)cc1	6	2	2	0	-1.2	1	2	-4	5	4
Cc1ccc(S(=O)(=O)NCCC(=O)OCC(=O)NC(=O)c2cccn2C)cc1	-1	6	4	7	-1.4	-2	1	-1	2	2
Cc1ccc(OCc2nnc(SCC(=O)Nc3ncc(C)s3)o2)cc1	-5	1	3	3	-1.9	1	30*	-8	-6	5
COc1ccccc1/C=C/CN1CCCC(CO)(CCc2ccccc2)C1 (stereo not given)	-2	-3	2	-10	0.5	2	-3	0	-23	-7
Cc1ccc(SCCN2CCC(C(C)(C)C)CCC2=O)cc1 (stereo not given)	30*	3	12	11	-1.6	-2	2	-5	-20	8
CC(C)C(c1nnnn1Cc1cccs1)N1CCN(C2CCCC2)CC1 (stereo not given)	2	-3	2	0	-0.9	-8	-1	-3	-1	4
